# Bioassay records as filed in PubChem.
# STAT1 blocker = STAT1 signaling inhibition | NIH 3T3 STAT1-luciferase reporter, IFN-gamma, luminescence | inhibition, % at 5.5 µM | 200,000 tested, 0.35% active | AID 920;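 active = inhibition above a set limit, the mean inhibition across all tested compounds plus 3 SD, cut at about 34% in these data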;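 also: 0% = IFN-gamma with DMSO and 100% = IFN-gamma with 300 µM nifuroxazide; values of inactives mirror those of a sister screen read the other way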
# STAT3 act = increases IL-6 driven STAT3 reporter signal; U3A cells, IL-6 STAT3-luciferase reporter, luminescence; 100% = signal with IL-6 EC80 alone; activation (% of control), % at 5.6 µM; 190,000 tested, 0.91% active; AID 871;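 active = activation above the screen-wide mean of compound activation plus 3 SD, cut at about 130% in these data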;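 also: 0% = background luminescence of wells with medium and substrate only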
#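 Material: human STAT1-deficient U3A cells with stable STAT3-luciferase reporter / Probe or stimulus: IL-6 stimulus at 33 ng/mL final / Schedule: 1 h compound pre-exposure, 6 h IL-6 stimulation, 37 °C / Technique: luminescence / Read-out basis: percent of IL-6-only median luminescence / Control set: IL-6-only high control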
# STAT3 blocker = reduces IL-6 driven STAT3 reporter signal; U3A cells, IL-6 STAT3-luciferase reporter, luminescence; host cell line lacks STAT1; AID 862; 190,000 tested, 0.89% active; inhibition, % at 5.5 µM;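 active = inhibition above the mean inhibition across all screened compounds plus 3 SD, cut at about 44% in these data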;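 also: 0% = DMSO only wells and 100% = 100 µM nifuroxazide control wells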
# PPARg SRC-3 ag = promotes SRC-3 coactivator recruitment by human PPARgamma. P37231. biochemical PPARgamma/SRC-3 coactivator recruitment assay. activation, % at 8 µM. 200,000 tested, 0.26% active. AID 731; in the data active = activation above about 23%;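 also: 0% = DMSO and 100% = reference agonist; some compounds past the cut are filed as inactive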
# Target sequence (P37231 whole entry, looked up): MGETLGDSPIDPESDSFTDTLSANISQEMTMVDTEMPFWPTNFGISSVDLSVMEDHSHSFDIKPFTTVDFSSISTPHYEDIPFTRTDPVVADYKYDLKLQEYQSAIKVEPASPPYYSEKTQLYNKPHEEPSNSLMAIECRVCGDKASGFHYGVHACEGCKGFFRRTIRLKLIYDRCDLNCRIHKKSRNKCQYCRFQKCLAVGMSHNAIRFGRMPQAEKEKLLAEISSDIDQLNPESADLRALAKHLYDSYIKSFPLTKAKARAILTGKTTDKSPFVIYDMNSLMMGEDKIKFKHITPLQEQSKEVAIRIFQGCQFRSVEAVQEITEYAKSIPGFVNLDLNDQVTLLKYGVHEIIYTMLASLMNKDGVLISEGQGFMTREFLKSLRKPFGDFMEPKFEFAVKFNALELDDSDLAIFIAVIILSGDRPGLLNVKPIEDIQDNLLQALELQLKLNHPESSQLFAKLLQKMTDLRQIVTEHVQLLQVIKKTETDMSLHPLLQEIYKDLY
# bIAP activator = increases bovine intestinal alkaline phosphatase activity. activation factor at 20 µM. 200,000 tested, 0.17% active. purified bovine IAP, CDP-star luminescence, 30 min; stronger effect = higher value; fold of DMSO-control signal, blank-subtracted. AID 1016;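 active = activation factor of 2 or more at 20 µM, a signal rise over negative controls twice the positive control's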
# PPARg SRC1 recr = agonists of human PPARgamma SRC-1 coactivator recruitment. activation, % at 8 µM. PPARgamma-SRC-1 coactivator recruitment biochemical assay. 200,000 tested, 0.41% active. P37231. AID 631; in the data active = activation above about 19%;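 also: 0% = DMSO and 100% = reference agonist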
# bIAP inh = intestinal alkaline phosphatase (bovine) inhibition. purified bovine IAP, CDP-star luminescence, 30 min. inhibition, % at 20 µM. 190,000 tested, under 10 active. AID 1019;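 active = over 50% inhibition of intestinal alkaline phosphatase at 20 µM in the single-dose screen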
#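 System: purified bovine intestinal alkaline phosphatase (IAP) enzyme; Input: IAP diluted 1/65,000,000 in the well; Measured by: CDP-star luminescence signal; Compound dosing: 20 µM single dose; Incubation: 30 min reaction at room temperature.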
# ROMK mod = human ROMK K+ channel modulation, primary screen; Tet-inducible ROMK, thallium flux fluorescence; actives lie on both sides; B-score at 10 µM; 130,000 tested, 2% active; AID 1918;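 active = signal ratio slope over the read window, or its plate-corrected B-score, at least 3 SD from the plate mean, either direction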;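 also: B-score of the F/F0 ratio slope over 7 to 12 s after thallium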
# PPARg SRC-2 ag = PPARgamma-driven SRC-2 recruitment agonism; P37231; PPARgamma LBD-SRC-2 recruitment, biochemical; activation, % at 8 µM; AID 1032; 200,000 tested, 0.34% active; in the data active = activation above about 22%;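 also: 0% = vehicle and 100% = reference agonist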
# SRC2 TRFRET art = TR-FRET artefact, counter-screen to PPARgamma/SRC-2 agonist assay | stronger effect = higher value | TR-FRET ratio at 8 µM | 200,000 tested, 0.4% active | AID 1049; in the data active = TR-FRET ratio above about 2000; also: inactives centre near 1500
# TNAP act hi DEA = activators of human TNAP at high phosphate acceptor concentration. activation factor at 20 µM. 200,000 tested, under 10 active. purified TNAP, CDP-star luminescence, 1 M DEA, 30 min; stronger effect = higher value; 0 = EDTA background, 1 = DMSO-only activity;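 active = activation factor at least 2 at 20 µM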
# Target sequence (P05186 whole entry, looked up): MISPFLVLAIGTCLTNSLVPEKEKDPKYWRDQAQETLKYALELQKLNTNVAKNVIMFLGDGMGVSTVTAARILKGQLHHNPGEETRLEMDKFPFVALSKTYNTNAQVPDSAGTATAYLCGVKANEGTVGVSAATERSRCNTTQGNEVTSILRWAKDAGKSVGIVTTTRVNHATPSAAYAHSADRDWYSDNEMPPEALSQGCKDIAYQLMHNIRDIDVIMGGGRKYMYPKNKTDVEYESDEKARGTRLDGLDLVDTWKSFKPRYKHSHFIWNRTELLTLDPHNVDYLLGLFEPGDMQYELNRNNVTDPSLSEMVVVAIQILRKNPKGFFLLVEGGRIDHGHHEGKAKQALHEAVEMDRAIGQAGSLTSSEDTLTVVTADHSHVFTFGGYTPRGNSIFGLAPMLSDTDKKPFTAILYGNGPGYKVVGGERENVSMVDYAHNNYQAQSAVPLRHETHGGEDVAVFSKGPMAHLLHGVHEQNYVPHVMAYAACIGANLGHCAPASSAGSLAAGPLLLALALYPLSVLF
#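 system = human TNAP | amount = enzyme diluted 1/800 final | reagent = 100 µM CDP-star substrate | signal = luminescent substrate turnover signal | dosing = one dose, 20 µM | benchmarks = EDTA negative control, DMSO positive control | measure = activation factor | timing = 30 min reaction, room temperature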
# Active calls of the source: *; · = not tested or not shown. Not a hit list; 3.7% or so of the library scored in one or more.
# Sample of the layout:
Molecule	STAT1 blocker	STAT3 act	STAT3 blocker	PPARg SRC-3 ag	bIAP activator	PPARg SRC1 recr	bIAP inh	ROMK mod	PPARg SRC-2 ag	SRC2 TRFRET art	TNAP act hi DEA
Cc1cccc(C(=O)NC2CCN(CC(=O)Nc3ccc4c(c3)OCO4)CC2)c1	9	101	4	3	1	1	1	0.11	-3	1453	1
CC1=C(C(=O)OCC2CCCO2)C(c2ccccc2Cl)NC(=O)N1 (centres undefined)	1	94	9	0	0.9	5	10	·	2	1481	1.1
CCOC(=O)c1c(C)[nH]c(C)c1C(=O)COC(=O)c1ccc(Cl)c(S(N)(=O)=O)c1	1	103	-4	-3	0.8	4	18	-1.6	5	1409	1
Cc1[nH]c(=O)c(C(=O)/C=C/c2ccccc2F)c2c1CCCC2	25	104	3	3	1	-1	1	-2.2	-3	1399	1
N#CCCCN1C(=O)C(O)(CC(=O)c2ccc3c(c2)OCCO3)c2ccccc21 (centres undefined)	0	103	-2	-6	0.9	4	7	-0.068	7	1748	1
N#Cc1cc([N+](=O)[O-])cnc1NCC(O)CO (centres undefined)	15	108	-8	0	1	-8	-4	·	-1	1551	1
CC(C)NC(=O)NC(=O)CSc1nnc(C(F)(F)F)n1C	7	101	1	1	1	-2	-4	-0.029	-6	1514	1.1
COC(=O)C1=CN(C(C)C)C=C(C(=O)OC)C1c1cccc(OC)c1	1	102	4	8	1.5	7	-46	·	-2	1649	1

# Results, repeating the preview:
Molecule	STAT1 blocker	STAT3 act	STAT3 blocker	PPARg SRC-3 ag	bIAP activator	PPARg SRC1 recr	bIAP inh	ROMK mod	PPARg SRC-2 ag	SRC2 TRFRET art	TNAP act hi DEA
Cc1cccc(C(=O)NC2CCN(CC(=O)Nc3ccc4c(c3)OCO4)CC2)c1	9	101	4	3	1	1	1	0.11	-3	1453	1
CC1=C(C(=O)OCC2CCCO2)C(c2ccccc2Cl)NC(=O)N1 (centres undefined)	1	94	9	0	0.9	5	10	·	2	1481	1.1
CCOC(=O)c1c(C)[nH]c(C)c1C(=O)COC(=O)c1ccc(Cl)c(S(N)(=O)=O)c1	1	103	-4	-3	0.8	4	18	-1.6	5	1409	1
Cc1[nH]c(=O)c(C(=O)/C=C/c2ccccc2F)c2c1CCCC2	25	104	3	3	1	-1	1	-2.2	-3	1399	1
N#CCCCN1C(=O)C(O)(CC(=O)c2ccc3c(c2)OCCO3)c2ccccc21 (centres undefined)	0	103	-2	-6	0.9	4	7	-0.068	7	1748	1
N#Cc1cc([N+](=O)[O-])cnc1NCC(O)CO (centres undefined)	15	108	-8	0	1	-8	-4	·	-1	1551	1
CC(C)NC(=O)NC(=O)CSc1nnc(C(F)(F)F)n1C	7	101	1	1	1	-2	-4	-0.029	-6	1514	1.1
COC(=O)C1=CN(C(C)C)C=C(C(=O)OC)C1c1cccc(OC)c1	1	102	4	8	1.5	7	-46	·	-2	1649	1
O=C(C1=NNCC1c1ccccc1)C1CO1 (centres undefined)	0	104	-8	-2	1	1	-1	-0.74	-3	1380	1.1
COc1cc(S(=O)(=O)N2CCC(O)(c3cccc(C(F)(F)F)c3)CC2)ccc1-n1cnnn1	3	100	1	-15	0.9	0	11	-0.15	1	1542	1
COc1ccc(N=C2S/C(=C\c3ccc(OC(C)C(=O)O)c(OC)c3)C(=O)N2CCc2c[nH]c3ccccc23)cc1 (centres undefined)	-11	111	-10	-1	0.9	-7	8	·	-6	1415	1
Cc1cc(C)c2c(c1)C1C=CCC1C(c1ccc(S(=O)(=O)N3CCOCC3)cc1)N2 (centres undefined)	6	102	2	8	1	0	-3	0.49	2	1542	1
COc1cccc(-c2nn(-c3ccccc3)cc2C(=O)n2nnc3ccccc32)c1	-4	100	6	4	0.9	-1	7	-0.37	1	1455	1
CCOC(=O)C1CCN(Cc2coc3c(Cl)cc(Cl)cc3c2=O)CC1	9	101	3	4	1	1	-5	·	3	1488	1
O=C(c1cc([N+](=O)[O-])ccc1N1CCOCC1)N1CCCCC1	5	94	6	3	0.8	3	17	-0.033	8	1455	1
Cc1cc(=O)oc2cc(Nc3ccccc3)ccc12	-21	104	-2	-8	0.7	1	25	0.18	1	1377	1
COc1ccc(N(CC(=O)Nc2ccc(C)cn2)S(=O)(=O)c2c(C)noc2C)cc1	-1	92	14	-5	0.9	-4	5	-0.46	-2	1475	1
O=C(c1cccc(S(=O)(=O)Nc2ccccc2Cl)c1)N1CCN(C(=O)c2ccco2)CC1	-8	98	4	-2	0.9	6	5	-0.47	4	1453	1
COc1ccc(C(C)=O)cc1CSc1nnc(C)s1	0	98	6	2	1	2	1	·	2	1509	1
CCC(=O)NCCCCNC(=O)CC	5	101	0	-16	0.9	-5	10	0.66	-3	1527	1
Cc1ccccc1C(=O)NNC(=O)CCc1ccccc1	-1	100	5	1	1.2	-4	-17	0.051	-7	1498	1
N#C/C(=C\C=C\c1ccccc1)C(=O)NCc1cccnc1	16	98	6	6	0.9	0	8	-0.66	-1	1414	1
COc1ccc(-n2c3c(cc(C(=O)NCc4ccco4)c2=O)C(=O)CC(C)(C)C3)cc1	-1	99	8	5	0.9	1	7	1.1	8	1786	1
CCOc1ccc(-c2nn3c(-c4ccc(F)cc4)nnc3s2)cc1	-4	94	10	4	·	1	·	·	1	1508	·
COc1ccc(C(=O)OCc2c(C)noc2C)cc1	0	89	20	-4	0.9	-3	8	-0.52	2	1587	1.1
CCOC(=O)c1cnc2c(cnn2C)c1NCCC(O)C(F)(F)F (centres undefined)	6	95	16	-5	1.1	2	-10	·	0	1546	1
CCNC(=S)NNC(=O)c1cc(-c2cccc(OC)c2)nc2ccccc12	2	86	16	-3	1.1	0	-7	0.14	-1	1591	1
O=C(CCC(=O)N1CCN(C2CCCC2)CC1)Nc1nnc(C(F)(F)F)s1	5	89	17	-5	1.1	7	-7	0.91	-4	1486	1
Cc1cc(C)c(S(=O)(=O)N(C)c2ccccc2)c(C)c1	7	90	19	-2	0.6	-2	38	-0.9	-5	1471	1
c1coc(-c2nnc3sc(C4CCCCC4)nn23)c1	-8	101	6	-2	0.9	4	5	0.92	13	1565	1
Cc1ccc(C(=O)COC(=O)c2ccc(O)cc2)cc1	-57	107	-7	-3	1.1	0	-10	0.018	-2	1594	1.1
CN(Cc1ccncc1)C1CC(=O)N(c2ccc(F)cc2)C1=O (centres undefined)	2	108	-2	-5	0.9	-3	13	1.1	-4	1534	1
CC(=O)[C@@]1(O)CC[C@H]2[C@@H]3CCC4=CC(=O)CC[C@]4(C)[C@H]3[C@@H](O)C[C@@]21C	-4	83	22	-4	1.2	7	-18	·	-3	1537	1
COc1ccc(CCC(=O)N2c3ccccc3CC2C)cc1 (centres undefined)	-13	89	16	-1	0.9	2	5	·	1	1328	1
O=C(NCCCN1CCOCC1)/C(=C/c1cccnc1)NC(=O)c1ccccc1	-2	94	8	4	1	0	-3	0.66	-2	1699	1
COC(=O)COc1ccc(S(=O)(=O)N2CCCCCC2)cc1	-7	92	20	1	0.9	0	10	-0.41	3	1405	1
CN1CCN(CC(=O)NC2CCCCC2)CC1	-2	102	-1	3	0.9	6	7	·	7	1446	1
Cc1nnc(SCC(=O)NNC(=O)c2ccco2)n1-c1cccc(Cl)c1	-5	106	0	3	1.5	5	-52	0.058	10	1625	1
CCCS(=O)(=O)c1nc(S(=O)(=O)c2ccc(C)cc2)c(NCc2ccco2)s1	20	104	-6	7	1	6	2	·	4	1598	0.9
CCCCn1c2c(c(=N)c3c1CCC3)CCC2	24	63	53*	7	0.8	7	19	·	10	1659	1
CC(NC(=S)Nc1ccc(S(=O)(=O)N2CCOCC2)cc1)C1CC2CCC1C2 (centres undefined)	5	98	5	3	1.1	8	-10	·	6	1556	1
COc1ccc(S(=O)(=O)N2CCCCCC2)cc1N(C)S(=O)(=O)c1ccccc1	5	99	7	-2	1	2	4	·	-7	1535	1
O=c1c(C/C=C/c2ccccc2)c(O)nc2n1CCCS2	1	96	8	2	0.9	13	10	·	4	1386	1.1
CCOC(=O)COc1cccc2c(=O)n(CC(=O)N3CCN(C(=O)OCC)CC3)ccc12	6	98	11	-2	0.9	5	10	·	2	1543	1
CCOc1ccccc1C(=O)NC(C(=O)Nc1ccccc1N1CCOCC1)C(C)C (centres undefined)	4	99	6	-4	1	8	-1	0.16	3	1461	1
CC(=O)Nc1ccc(S(=O)(=O)NCCSCc2ccccc2Cl)cc1	13	91	11	0	1.1	-4	-10	·	-7	1538	1
CCOC(=O)C(C(=O)OCC)C1N=C(N)N=C2Oc3ccccc3N21 (centres undefined)	-19	108	-6	-4	1.4	7	-39	·	-12	1595	1
COc1ccc(NCc2nnc(SCC(=O)Nc3ccc(OC)cc3)n2C)cc1	-8	104	-5	0	1.1	-3	-6	-0.87	0	1294	1
COc1ccc(NC(=S)N(CCCN2CCOCC2)Cc2cn(C)c3ccccc23)cc1	-5	100	-1	4	0.9	1	10	-0.68	1	1536	1
CCOC(=O)c1c(NC(=O)/C=C/c2ccc3c(c2)OCO3)sc(C)c1C	8	98	14	9	1	3	4	·	2	1735	1
COc1cc(/C=C2/CCC/C(=C\c3cc(O)c(OC)c(Cl)c3)C2=O)cc(Cl)c1O	3	81	26	-2	0.4	5	·	·	5	1511	0.5
CSc1ncc(Cl)c(C(=O)Nc2ccc(S(=O)(=O)N3CCOCC3)cc2)n1	0	90	16	-16	0.9	-5	14	·	0	1458	1
O=C(CCc1nc2ccccc2s1)Nc1ccccc1	5	89	8	-2	0.7	10	26	·	-1	1637	1
COc1ccc2[nH]c3c(=O)n(CCCCC(=O)N4CCC(C(N)=O)CC4)c(=S)[nH]c3c2c1	-3	99	12	12	0.9	14	7	·	12	1698	1.1
O=C(N/N=C/c1ccc2c(c1)OCO2)c1sc2cccc(Cl)c2c1Cl	10	87	19	16	0.8	-7	21	·	8	1729	1
Cc1ccc(S(=O)(=O)N2CCN(C(=O)CCC(=O)NCCc3ccc(F)cc3)CC2)cc1	2	108	-9	-7	1.1	0	-9	-0.13	-6	1579	1
